Screening data as filed in PubChem.
p53 reactivation: mutant p53 re-activation in reporter cells; actives 0.063% (n = 320,000); H1299 p53-A138V BP100-luciferase reporter, luminescence, 24 h; AID 504706; Potency, µM (doses to about 92.2 µM), without a hit: at the top dose activity change, positive = activation, hits mostly activators; also: potency is read from the fitted curve at half-maximal effect; % of control where 0% means no effect; nearly all actives have a fitted effect of over 45% in size
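p53-null H1299 cells stably carrying temperature-sensitive p53-A138V and a BP100-luciferase reporter were pinned with compounds (4-point, 1:5 series) and held 24 hrs at 37 deg C. Luminescence was read 10 min after detection reagent.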
ELG1 repair inh: inhibitors of ELG1-dependent DNA repair in HEK293T cells; HEK293T ELG1-luciferase reporter, luminescence, 16 h; DNA damage induced by 5-fluorouridine; Potency, µM (top dose mostly 46.1 µM), for the others: at the highest dose activity change, negative = inhibition, usual class: inhibitors; AID 504467; actives 2.3% (n = 330,000); also: potency is read from the fitted curve at half-maximal effect; % is scaled to controls: 0 for no effect and ±100 for the full control effect; nearly all actives have a fitted effect of over 55% in size
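Reporter activity after DNA damage by 5-fluorouridine is monitored. Compound-treated cells incubate 16 hr at 37 °C, then ONE-Glo is added for 30 min before luminescence reading.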
BRCA1 expr act: activators of BRCA1 expression | MCF7-BRCA1-FFLuc reporter, luminescence, 48 h; response scale: scaled: vehicle 0%, 10 µM genistein 100% | Potency, µM (highest dose often 46.1 µM), for inactives: at the top dose activation, actives largely listed as activators | actives 1.1% (n = 380,000) | AID 624202; also: potency is read from the fitted curve at half-maximal effect; nearly all actives have a fitted effect of over 80% in size; some results filed as inactive show a strong effect at the top dose
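Cells: MCF7-BRCA1-FFLuc, 2000/well. Exposure: 48 h, 37 °C, 5% CO2. Read: luminescence, 15 min post-substrate. Controls: genistein 10 microM (maximal activation), DMSO (neutral).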
Gal4-VP16 FLuc: Gal4-VP16 reporter inhibition counter-screen; Drosophila S2 Gal4-VP16 UAS-luciferase, luminescence, 20 h; Potency, µM (titrated, usually from 53.6 µM), inactives show top-dose activity, negative = inhibition, usual class: inhibitors; actives 3.5% (n = 310,000); AID 2546;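 also: Gal4-VP16 expression switched on by copper sulfate through the metallothionein promoter; potency is read from the fitted curve at half-maximal effect; % is scaled to controls: 0 for no effect and ±100 for the full control effect; nearly all actives have a fitted effect of over 50% in size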
FLuc counter: counter-screen for miR-21 project: firefly luciferase inhibitors or activators | P08659 | purified FLuc, Km substrates, luminescence inhibition | Potency, µM (doses to about 57.5 µM), inactives show at the top dose activity change, negative = inhibition, most hits filed as inhibitors | actives 6.9% (n = 360,000);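 also: potency is read from the fitted curve at half-maximal effect; plate controls were vehicle for no effect and reference inhibitor for full effect; nearly all actives have a fitted effect of over 55% in size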
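Purified P. pyralis luciferase (10nM final) with 10uM D-luciferin and 10uM ATP (Km levels) in 50mM Tris acetate pH 7.5, 10mM Mg acetate, 0.01% Tween-20, 0.05% BSA; qHTS 6-point titration, ~60 µM downward; luminescence read.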
Tb PFK block: inhibitors of T. brucei phosphofructokinase; T. brucei PFK, ADP-Glo luminescence; actives 0.17% (n = 330,000); Potency, µM (top dose mostly 57.5 µM), for inactives: at the top dose activity, negative = inhibition, usual class: inhibitors; O15648;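 also: potency is read from the fitted curve at half-maximal effect; 0% = uninhibited 1x PFK enzyme wells and -100% = no-enzyme wells; nearly all actives have a fitted effect of over 60% in size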
Target sequence (O15648 whole entry, looked up): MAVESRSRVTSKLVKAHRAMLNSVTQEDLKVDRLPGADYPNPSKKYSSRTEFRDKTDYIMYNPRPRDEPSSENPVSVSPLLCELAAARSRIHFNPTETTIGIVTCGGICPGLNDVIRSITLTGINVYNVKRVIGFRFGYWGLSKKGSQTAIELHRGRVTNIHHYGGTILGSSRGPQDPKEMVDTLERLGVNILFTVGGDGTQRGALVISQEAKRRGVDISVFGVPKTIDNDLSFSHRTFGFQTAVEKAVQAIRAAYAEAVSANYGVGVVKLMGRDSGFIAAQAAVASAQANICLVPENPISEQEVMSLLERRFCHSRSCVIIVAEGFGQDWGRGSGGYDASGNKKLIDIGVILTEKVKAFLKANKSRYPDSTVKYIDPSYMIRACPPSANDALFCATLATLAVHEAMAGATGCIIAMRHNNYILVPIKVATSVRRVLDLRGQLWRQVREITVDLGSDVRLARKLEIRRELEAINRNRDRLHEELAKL
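Compounds were pin-transferred as a titration series up to 57 uM into substrate buffer (0.5 mM F6P, 0.1 mM ATP, pH 8.0), then 1.25 nM PFK was added and reactions ran 45 min before ADP-Glo detection.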
TRPV1 agonist: agonists of human vanilloid receptor 1 (TRPV1); Q8NER1; TRPV1-expressing cells, Fluo-8 calcium influx, agonist mode; activation, % at 8.33 µM; actives 0.19% (n = 320,000); AID 540275; in the data active = activation above about 80%; inconclusive = between about 30% and that limit; also: 0% is about no effect
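TRPV1-expressing cells were cultured overnight at 35.5C and loaded with Fluo-8 calcium dye for 40 to 90 min at room temperature. After a 10 s baseline, compound was added and calcium influx was read kinetically for 3 min (ex 480/em 520 nm).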
ELG1 genotox: inducers of genotoxicity in HEK293T ELG1-luciferase cells; HEK293T ELG1-luciferase reporter, luminescence, 16 h; Potency, µM (top dose mostly 46 µM), without a hit: at the top dose activity change, positive = activation, actives largely listed as activators; actives 1.3% (n = 330,000); also: potency is read from the fitted curve at half-maximal effect; % of control where 0% means no effect; nearly all actives have a fitted effect of over 60% in size
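16 hr compound incubation (37 °C, 5% CO2) of HEK293T cells carrying luciferase-tagged ELG1; luciferase then measured by ONE-Glo luminescence after 30 min at RT.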
Rab9 prom act: Rab9 promoter activation. Huh7 Rab9 promoter-luciferase reporter, luminescence, 24 h. actives 2.8% (n = 320,000). Potency, µM (titrated, usually from 9.22 µM), inactives show top-dose activation, negative = inhibition, hits mostly activators; also: potency is read from the fitted curve at half-maximal effect; % of control where 0% means no effect; nearly all actives have a fitted effect of over 60% in size
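Luciferase signal after 10 min detection reagent at ambient indicates Rab9 promoter upregulation; stably transfected Huh7 cells were treated 24 h with compound in DMSO at 37 °C, 5% CO2.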
RORgamma inh: inhibitors of mouse ROR gamma transcriptional activity; actives 5.4% (n = 310,000); P51450; AID 2551; Drosophila S2 Gal4-RORgamma UAS-luciferase reporter, 20 h; Potency, µM (top dose mostly 53.6 µM), inactives show at the top dose activity change, negative = inhibition, hits mostly inhibitors; also: potency is read from the fitted curve at half-maximal effect; % is scaled to controls: 0 for no effect and ±100 for the full control effect; nearly all actives have a fitted effect of over 60% in size
Target sequence (P51450 whole entry, looked up, the tested form may be a part): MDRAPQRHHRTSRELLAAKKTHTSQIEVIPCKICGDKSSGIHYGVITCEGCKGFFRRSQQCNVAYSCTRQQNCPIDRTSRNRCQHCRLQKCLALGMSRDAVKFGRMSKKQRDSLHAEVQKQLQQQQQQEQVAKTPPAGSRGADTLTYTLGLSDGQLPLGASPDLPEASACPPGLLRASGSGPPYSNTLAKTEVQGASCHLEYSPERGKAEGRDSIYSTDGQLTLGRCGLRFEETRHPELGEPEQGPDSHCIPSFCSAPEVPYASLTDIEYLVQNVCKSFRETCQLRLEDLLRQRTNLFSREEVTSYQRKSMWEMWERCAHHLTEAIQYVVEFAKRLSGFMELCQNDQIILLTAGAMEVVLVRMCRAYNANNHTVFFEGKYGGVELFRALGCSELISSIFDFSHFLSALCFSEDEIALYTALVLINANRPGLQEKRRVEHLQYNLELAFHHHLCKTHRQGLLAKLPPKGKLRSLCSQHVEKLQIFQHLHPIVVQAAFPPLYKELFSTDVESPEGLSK
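In this cell-based reporter format, copper sulfate (700 uM final) drives Gal4–ROR gamma fusion expression from a metallothionein promoter in Drosophila Schneider cells; compounds preincubated 1 hr, reporter read after 20 hr at ambient temperature.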
NPC1 prom act: NPC1 promoter activation | Huh7 NPC1 promoter luciferase reporter, 24 h | actives 2.4% (n = 320,000) | AID 485313 | Potency, µM (top dose mostly 9.22 µM), for inactives: at the top dose activation, most hits filed as activators;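 also: potency is read from the fitted curve at half-maximal effect; % of control where 0% means no effect; nearly all actives have a fitted effect of over 60% in size; reporter is driven by a mutant NPC1 promoter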
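Luminescence read-out of NPC1 promoter-driven luciferase in stably transfected Huh7 cells; compounds delivered in DMSO and left 24 h at 37C, 5% CO2, qHTS titration format.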
Active calls of the source: *; ? = inconclusive; · = no result given; & = joins results of further samples; [ ] = another dose, or the depositor's remark. Unless noted, calls follow the shape of the dose curve; as a rule, active = well fitted curve in the direction sought with a large enough effect; inconclusive = small, poorly fitted or top-dose-only effect, or another doubt; inactive = no such curve, though single readings can be large; an effect the other way counts as inactive or inconclusive. An unsorted share of the library. About 15% of those tested had a hit in this group.

canonical_smiles	p53 reactivation	ELG1 repair inh	BRCA1 expr act	Gal4-VP16 FLuc	FLuc counter	Tb PFK block	TRPV1 agonist	ELG1 genotox	Rab9 prom act	RORgamma inh	NPC1 prom act
COc1cc(C2C(C#N)=C(N)Oc3n[nH]c(-c4ccccn4)c32)cc(OC)c1OC (configuration not stated)	1.8%	14.2%	-4.2%	23.0%	-2.4%	-2.9%	-1.0	5.6%	-3.0%	?	-2.4%
Cc1ccccc1NC(=O)C1C2CCCCC21 (configuration not stated)	·	?	25.6%	7.3%	-17.4%	0.7%	16.6	-0.3%	10.6%	1.0%	3.0%
CCOP(=O)(OCC)c1nc(-c2ccccc2Cl)oc1N1CCOCC1	-1.3%	-1.7%	-9.0%	-9.1%	2.7%	-0.1%	18.9	2.5%	3.5%	7.6%	-3.2%
Cc1ccc(C(=O)C(C)OC(=O)CCN2C(=O)C3C4C=CC(C5CC45)C3C2=O)cc1 (configuration not stated)	-10.9%	-5.5%	-0.1%	4.7%	5.7%	0.4%	-1.1	-8.4%	-4.9%	9.6%	0.2%
CCOC(=O)C1=C(c2ccccc2)NC(N)=NC1c1ccc(OCc2ccc(Cl)cc2)c(OC)c1 (configuration not stated)	-12.4%	14.9%	-71.8%	-18.2%	13.5µM*	1.1%	9.7	-5.1%	1.7%	-0.7%	0.6%
Cc1csc(SCC(=O)N(C)CC(=O)Nc2ccc(F)cc2)n1	0.7%	7.2%	·	-15.7%	-0.6%	-2.8%	-0.5	0.4%	1.5%	4.4%	0.6%
CC(=O)Nc1cc(C(=O)N2CCCC2)ccc1S(=O)(=O)c1ccc(C)cc1	-2.3%	-6.3%	-3.0%	-7.2%	0.3%	1.3%	5.9	-0.6%	2.0%	27.2%	0.1%
OCc1cc(C(O)CNCCCCCCOCCCCc2ccccc2)ccc1O (configuration not stated)	1.1%	3.2%	-28.1%	?	-14.8%&-0.8%	0.1%&-2.7%	0.9&25.7	?	-31.6%[inhibitor][46.1 µM]	?	-29.5%[46.1 µM]
O=C(NCCCN1CCOCC1)c1sc2ccccc2c1Cl	5.7%	?	11.2µM*	-15.6%	?	-13.4%	6.6	?	29.7%	13.6%	23.0%
CCn1c(C)cc(=S)c2ccccc21	-13.1%	0.0%	0.2%	-10.4%	4.9%	-10.3%	0.2	-4.3%	-1.0%	-12.1%	-2.4%
O=C(CN1CCN(c2ccc(F)cc2)CC1)Nc1ccc(S(=O)(=O)N2CCOCC2)cc1	2.6%	-5.5%	-4.0%	?	0.6%	4.8%	3.9	-5.2%	-1.2%	114.2%	-0.7%
COC(=O)CS(=O)(=O)c1ccsc1C(=O)Nc1ccc(F)c(F)c1	-1.5%	-6.8%	-20.4%	-2.7%	-0.9%	1.3%	0.2	-0.7%	-5.7%	1.6%	-2.3%
CCOc1ccc(OCCNCc2ccc(OC(C)C(=O)N(C)C)c(OCC)c2)cc1 (configuration not stated)	-6.0%	?	-0.5%	6.0%	1.3%	-8.3%	-2.1	-1.0%	-4.6%	3.1%	-5.6%
Cc1ccc(OCC(O)Cn2nc(C)cc2C)cc1 (configuration not stated)	0.5%	-4.1%	54.8%	-11.7%	2.6%	0.6%	-2.4	3.1%	0.3%	-7.1%	-1.0%
CCCOc1ccc(Br)cc1CSC(=N)N	-20.7%	?	-31.2%	12.6µM*	4.9%	-0.1%	-2.1	-4.2%	-37.8%[inhibitor]	?	-30.5%[inhibitor]
Cc1ccc(N2C(=O)N(Cc3ccccc3C)c3ccccc3S2(=O)=O)cc1	-0.4%	-10.1%	-24.8%	-3.4%	3.1%	-0.3%	21.9	-3.6%	-7.4%	2.1%	-0.9%
O=C(NNS(=O)(=O)c1ccc([N+](=O)[O-])cc1)c1ccncc1	9.0%	-2.4%	5.4%	-9.4%	6.7%	0.2%	-1.6	2.6%	4.2%	-6.0%	2.6%
CCNc1ccc(S(=O)(=O)N(C)C)cc1NCC(=O)Nc1c(F)cccc1F	-10.3%	?	-22.5%	5.2%	3.9%	-16.8%	3.8	0.4%	10.9%	12.1%	-3.6%
O=S(=O)(NCCC1=CCCCC1)c1ccc(OC(F)(F)F)cc1	15.9%	1.9%	-16.5%	·	0.1%	-0.6%	21.3	-0.4%	0.7%	·	0.6%
COc1ccc2c(c1)c(C(=O)CN1CCC(C(N)=O)CC1)c(C)n2C	16.8%	13.6%	2.2%	5.6%	0.9%	1.0%	1.9	3.0%	0.8%	-5.2%	-0.6%
CC(Cc1cccnc1)NC(=O)c1cc(COc2ccc(F)cc2F)on1 (configuration not stated)	-2.6%	-15.3%	-21.1%	-17.0%	-10.4%	-0.1%	0.8	-6.4%	6.5%	-10.0%	-2.8%
COc1ccc(NC2CC(=O)N(c3ccc(C(=O)O)cc3)C2=O)cc1 (configuration not stated)	-3.3%	5.1%	-12.1%	-10.1%	?	5.7%	-0.4	0.5%	2.3%	-22.7%	-3.1%
COc1ccc(C(=O)NCCNc2ccc([N+](=O)[O-])cc2)cc1	3.2%	1.4%	-23.6%	5.5%	-6.7%	-8.5%	-1.4	-0.2%	-1.9%	25.5%	-2.9%
COc1ccc(/C=C2\SC(=O)N=C2N)cc1	8.3%	3.1%	-28.9%	1.9%	-0.1%	3.1%	-13.5	0.8%	-0.6%	-5.7%	8.8%
NNC(=O)c1cc(C23CC4CC(CC(C4)C2)C3)nc2ccccc12	24.1%	-22.8%	-55.0%	?	-13.3%	-0.6%	17.5	-4.3%	-0.1%	?	-1.9%
O=C(O)/C=C/C(=O)Nc1cc(F)ccc1F	4.0%	0.8%	1.2%	4.6%	-1.6%	-3.7%	0.8	0.1%	2.5%	-22.9%	0.8%
Cc1ccc(S(=O)(=O)NC(C(=O)N2CCOCCOCCOCCOCC2)c2ccccc2)cc1 (configuration not stated)	-2.9%	-7.0%	7.4%	-6.1%	-0.2%	2.9%	-0.6	-3.9%	-1.7%	18.7%	-0.8%
CC(Sc1nnc2ccccn12)C(=O)N1CCc2ccccc2C1 (configuration not stated)	21.0%	?	79.8%	?	-5.0%	-1.0%	-0.4	?	21.5%	14.0%	15.5%
CCN(CC(=O)NCc1ccc(Cl)cc1)C(=O)/C=C/c1ccc(C#N)cc1	1.3%	6.5%	3.5%	1.5%	-1.7%	-4.5%	3.2	-5.8%	0.3%	12.4%	0.9%
O=C(N/C(=C\c1ccc(Cl)cc1)C(=O)N1CCCCC1)c1ccco1	-5.3%	3.5%	-31.9%	13.9%	-0.6%	0.4%	4.5	-1.8%	1.2%	15.3%	2.8%
Cc1cccc(NC(=O)Nc2ccc(Br)cc2)n1	15.6%	?	82.1%	-0.7%	-19.2%	-3.8%	2.5	7.2%	?	-1.0%	29.2%
CC(NCC(O)COCc1cccs1)C1CC2CCC1C2 (configuration not stated)	-0.5%	·	-6.7%	9.8%	2.0%	-1.0%	1.3	-14.3%	-6.4%	-5.3%	-0.2%
COc1ccc(NC(=O)CS(=O)CC(=O)Nc2cc(Cl)ccc2OC)cc1 (configuration not stated)	-6.9%	0.3%	3.6%	17.8%	2.6%	9.3%	3.9	-0.7%	-0.3%	5.6%	-1.1%
CCOC(=O)c1c(C)nc(SC)c(C#N)c1-c1ccccc1	3.2%	-1.1%	-29.0%	-28.1%	-3.7%	6.3%	-2.5	3.5%	-4.1%	-0.8%	-3.3%
CC(C)(C)NC(=O)CSc1nc(O)cc(=O)n1-c1ccccc1F	1.8%	0.8%	7.9%	-0.6%	-2.7%	0.0%	-0.9	-2.8%	3.7%	-12.3%	-0.1%
COc1ccccc1NC(=O)CC1S/C(=N/N=C(\C)C2CCCCC2)NC1=O (configuration not stated)	-7.5%	?	-2.1%	-0.3%	0.8%	-1.8%	?	-7.0%	3.2%	-13.1%	-4.7%
COc1ccc(OCC(=O)NCC(c2ccc(OC)cc2)N2CCCCC2)cc1 (configuration not stated)	-18.7%	16.1%	11.7%	-8.1%	3.0%&-5.5%	-1.0%	-0.3	-4.4%	-8.3%	-1.7%	-2.6%
